From PubChem BioAssay
TrxR1 substrate: substrates of rat thioredoxin reductase 1 | purified TrxR1 substrate turnover, NADPH consumption readout | Potency, µM (series often up to 114 µM), for inactives: at the highest dose activity change, negative = substrate turnover | 0.01% of 390,000 active | AID 588456; further: potency means the concentration at half of the fitted maximal effect; on the % scale 0 is the no-effect control and ±100 the full control effect; nearly all actives have a fitted effect of over 50% in size
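Rat TrxR1, dispensed at 90 nM, was prereduced with 400 uM NADPH (final) for 5 min at ~22 deg C, then incubated with compound 15 min before 400 uM selenite. A first-read NADPH fluorescence drop versus no-compound background flagged substrates.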
USP1-UAF1 inh: USP1/UAF1 (human) deubiquitinase inhibition. recombinant USP1/UAF1, Ub-Rhodamine cleavage fluorescence. Potency, µM (doses to about 57.1 µM), inactives show at the top dose activity change, negative = inhibition, actives largely listed as inhibitors. 0.23% of 390,000 active. AID 743255; further: potency means the concentration at half of the fitted maximal effect; on the % scale 0 is the no-effect control and ±100 the full control effect; nearly all actives have a fitted effect of over 60% in size; inactives centre near -12
Target sequence (O94782 whole entry, looked up): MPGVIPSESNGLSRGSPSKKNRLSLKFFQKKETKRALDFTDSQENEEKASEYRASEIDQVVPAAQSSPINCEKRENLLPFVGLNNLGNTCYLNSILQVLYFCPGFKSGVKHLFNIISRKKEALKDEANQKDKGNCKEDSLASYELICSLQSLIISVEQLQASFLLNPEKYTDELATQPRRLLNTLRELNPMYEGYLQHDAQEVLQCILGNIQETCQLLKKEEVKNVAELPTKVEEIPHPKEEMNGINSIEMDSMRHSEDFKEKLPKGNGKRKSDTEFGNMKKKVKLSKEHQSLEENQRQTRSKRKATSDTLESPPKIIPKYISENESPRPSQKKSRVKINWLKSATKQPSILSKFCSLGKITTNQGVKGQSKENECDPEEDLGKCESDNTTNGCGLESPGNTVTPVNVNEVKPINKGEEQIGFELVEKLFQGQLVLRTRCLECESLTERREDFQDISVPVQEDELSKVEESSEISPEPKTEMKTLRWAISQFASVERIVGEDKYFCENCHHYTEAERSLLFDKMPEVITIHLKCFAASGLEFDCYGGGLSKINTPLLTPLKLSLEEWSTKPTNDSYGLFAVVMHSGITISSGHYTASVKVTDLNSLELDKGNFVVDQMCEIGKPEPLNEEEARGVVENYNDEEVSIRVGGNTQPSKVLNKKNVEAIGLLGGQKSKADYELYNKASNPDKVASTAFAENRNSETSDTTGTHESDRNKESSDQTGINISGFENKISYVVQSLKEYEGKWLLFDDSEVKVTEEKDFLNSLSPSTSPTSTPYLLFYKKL
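Step one: compound is pinned into 1nM USP1/UAF1 in HEPES pH 7.8 buffer with TCEP. Step two: 15 min room-temperature incubation. Step three: Ub-Rho (150nM final) starts cleavage, tracked by fluorescence over six one-minute reads.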
PI4K2A block: inhibitors of human PI4K2A; Q9BTU6; purified PI4K2A, ADP-Glo luminescence, 1 h; hits give low values; 0.13% of 420,000 active; AID 1346378; activity change, negative = inhibition, % at 76.9 µM; in the data active means activity change below about -50%; inconclusive means mostly about -30% to -49%;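 further: -100% = wells without enzyme as full effect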
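ADP-Glo luminescence measured ADP generated by PI4K2A enzyme (4 ug/mL before mixing) with 1.2 mM PI substrate (pre-mix) and 300 microM ATP (pre-mix). Tris pH7.5 buffer with MgCl2, Triton X-100; 1 h reaction at ambient temperature.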
rTrxR1 inhibitor: blocks rat thioredoxin reductase 1 | recombinant rTrxR1, NADPH fluorescence consumption, selenite substrate | 1% of 390,000 active | Potency, µM (series often up to 114 µM), inactives show top-dose activity change, negative = inhibition, actives largely listed as inhibitors | AID 588453 | O89049; further: potency means the concentration at half of the fitted maximal effect; on the % scale 0 is the no-effect control and ±100 the full control effect; nearly all actives have a fitted effect of over 65% in size
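Rat TrxR1 (90 nM in the dispensed reagent) was pre-reduced with 400 uM NADPH for 5 min at room temperature, then incubated with compound for 15 min. After 400 uM selenite was added, NADPH fluorescence (Ex 340/Em 450 nm) was followed for 8 min.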
HP1b binding inh: blocks HP1-beta chromodomain binding to methylated histone tails | Potency, µM (highest dose often 114 µM), without a hit: at the highest dose activity change, negative = inhibition, usual class: inhibitors | P83916 | AlphaScreen HP1-beta / biotin-H3K9me3 peptide binding | 0.56% of 390,000 active; further: potency means the concentration at half of the fitted maximal effect; nearly all actives have a fitted effect of over 70% in size; inactives centre near 23
Target sequence (P83916 whole entry, looked up): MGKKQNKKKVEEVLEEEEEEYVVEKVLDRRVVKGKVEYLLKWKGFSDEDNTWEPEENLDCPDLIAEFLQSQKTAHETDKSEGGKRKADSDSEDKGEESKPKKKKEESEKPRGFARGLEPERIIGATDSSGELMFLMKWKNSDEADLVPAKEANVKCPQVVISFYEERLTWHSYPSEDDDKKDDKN
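HP1-beta protein (50 nM final) preincubated 30 min at room temperature with biotinylated H3(1-18)K9me3 peptide (50 nM) in PBS pH 7.4, 0.01% Tween-20, then compound added for 30 min. AlphaScreen streptavidin donor/nickel chelate acceptor beads (10 ug/mL final), 30 min dark, luminescence read.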
IDH1 R132H inh: blocks human mutant IDH1 R132H enzyme; O75874; AID 602179; IDH1-R132H enzyme, NADPH consumption, diaphorase/resazurin fluorescence; Potency, µM (highest dose often 76.6 µM), inactives show at the highest dose activity change, negative = inhibition, most hits filed as inhibitors; 0.093% of 390,000 active; further: potency means the concentration at half of the fitted maximal effect; on the % scale 0 is the no-effect control and ±100 the full control effect; nearly all actives have a fitted effect of over 65% in size
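IDH1-R132H (0.5 ug/mL) preincubated 30 min with compound, then NADPH (0.016 mM) and alpha-KG (2 mM) added; 80 min at RT, pH 7.5. Remaining NADPH coupled via diaphorase/resazurin to fluorescence (540/590 nm); concentration-response curves normalized to no-enzyme control.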
Tb PGK inh: inhibitors of T. brucei phosphoglycerate kinase; P07378; PGK/GAPDH coupled, Kinase-Glo luminescence, 60 min; Potency, µM (series often up to 57.5 µM), without a hit: top-dose activity change, negative = inhibition, actives largely listed as inhibitors; 0.043% of 380,000 active; further: potency means the concentration at half of the fitted maximal effect; on the % scale 0 is the no-effect control and ±100 the full control effect; nearly all actives have a fitted effect of over 60% in size
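Luminescent ATP detection (Kinase-Glo Plus) follows a 60-minute room-temperature incubation, with wells lacking PGK as controls. Buffer: 100 mM TEA (pH 7.6), 5 mM MgCl2, 0.01% Tween-20. Coupling enzyme GAPDH (100 nM final) supplies unstable 1,3-BPG in-well.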
Pin1 inhibitor: blocks the human prolyl isomerase Pin1; AID 504891; Q13526; Pin1 FP peptide displacement, HiFluor488, 10 min; Potency, µM (doses to about 115 µM), inactives show at the top dose activity, negative = inhibition, hits mostly inhibitors; 0.009% of 390,000 active; active means well fitted inhibition curve with a large enough effect in the polarisation, with a control signal flat, not every such curve was filed as active; inconclusive means small, poorly fitted or top-dose-only effect, or effect the other way, or a change in a side signal; inactive means no such curve, though single readings can be large or run the other way; the % refers to the polarisation; further: potency means the concentration at half of the fitted maximal effect; on the % scale 0 is the no-effect control and ±100 the full control effect
GLS inh: inhibitors of human glutaminase (GLS); O94925; GLS enzymatic activity, qHTS titration; Potency, µM (highest dose often 45.5 µM), inactives show at the highest dose activity change, negative = inhibition, hits mostly inhibitors; 0.21% of 410,000 active; AID 624170; further: potency means the concentration at half of the fitted maximal effect; on the % scale 0 is the no-effect control and ±100 the full control effect
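Two-point fluorescence kinetic (t0, 30 min RT) for hKGA; glutamate detected via glutamate oxidase–HRP–Amplex Red. Substrate: 1 mM L-glutamine solution; buffer 45 mM KH2PO4, pH 8.2.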
* marks the source's active call; other numbers are inactive results; i = inactive; u = inconclusive; x = no result given; & = joins results of further samples; [ ] = dose if it differs, or a comment. Unless noted, the call rests on the fitted dose curve; in most records, active means well fitted curve in the direction sought with a large enough effect; inconclusive means small, poorly fitted or top-dose-only effect, or another doubt; inactive means no such curve, though single readings can be large; an effect the other way counts as inactive or inconclusive.

SMILES	TrxR1 substrate	USP1-UAF1 inh	PI4K2A block	rTrxR1 inhibitor	HP1b binding inh	IDH1 R132H inh	Tb PGK inh	Pin1 inhibitor	GLS inh
COc1ccc(NC(=O)Cn2c(=O)n(-c3cc(C)cc(C)c3)c(=O)c3oc4ccccc4c32)cc1OC	0%	7%	-5	12%	11%	-9%	-1%	31%[activator]	5%
O=C(Nc1cc(Cl)ccc1Cl)N1CCN(C(=O)Nc2cc(Cl)ccc2Cl)CC1	-5%[57.1 µM]	-7%	2	0%[11.4 µM]	20%	4%	i	1%	7%
CCCC(=O)Nc1nnc(S(=O)(=O)N(C)Cc2ccco2)s1	-3%	-11%	-6	40µM*	-13%[57 µM]	4%	0%	u	u
CC(=O)Nc1ccc(NC(=O)c2c(-c3ccccc3Cl)noc2C)c(C)c1	-7%	-11%	6	-13%	7%	2%	2%	-5%	4%
CCc1cc2c(SCC(=O)Nc3cc(C)on3)ncnc2s1	-3%	-10%	3	6%[57.1 µM]	21%	-5%	-1%	33%[activator]	-4%
CC(=O)OCc1cnc(C)c2oc(=O)c(C(=O)Nc3cc(F)ccc3C)cc12	2%	-28%	-11	1%	29%	10%	-9%	3%	-1%
CCCCn1nc(C(=O)N2CCN(S(=O)(=O)c3ccccc3)CC2)c2ccccc2c1=O	2%	3%	0	15%	41%[activator]	3%	2%	-1%	0%
C=CCC[C@@H](Cc1ccc(F)cc1)C(=O)OC[C@@H](Cc1c[nH]c2ccccc12)NC(=O)[C@@H](CC=C)CC(=O)N[C@@H](CO)Cc1ccccc1	-5%	-22%	-3	13%	23%	-14%	-10%	-1%	-6%
Cc1nc(N2CCN(c3ccccc3)CC2)[nH]c(=O)c1Cc1ccccc1	-2%	-8%	-4	-4%	31%	7%	-6%	-2%	6%
COc1ccc(N2C(=O)C3[C@@H](C2=O)C2(Cl)C(Cl)=C(Cl)C3(Cl)C2(OC)OC)cc1 (some centres not stated)	-4%	-3%	-4	16%	21%	-2%	-8%	4%	7%
CN1C(=O)CC(N2CCN(c3ncccn3)CC2)C1=O (configuration not stated)	9%	-12%	1	6%	33%	9%	-6%	-12%	1%
COC(=O)c1[nH]c2cccc(OC)c2c1NC(=O)CN1CCC(C(N)=O)(N2CCCCC2)CC1	33%[activator][57.1 µM]	-12%	-10	2%[57.1 µM]	17%	7%	0%	x	42%[activator]
COc1ccccc1CC(=O)NNC(=O)CN(C)S(=O)(=O)c1ccc(Cl)cc1	-8%	-17%	-6	-11%	27%	1%	0%	-2%	-7%
COc1ccc(OCCSc2nnc(-c3ccc(OC)cc3)n2N)cc1	-1%	-26%	4	9%	18%	-1%	-7%	-3%	13%
CC(C)=C1C2CCC1C(C(=O)NCCc1ccccc1)C2C(=O)O (configuration not stated)	0%	-13%	-4	5%	1%	6%	-3%	0%	14%
CCOc1ccccc1CNc1nnnn1C	19%	-18%	-8	48%	18%	2%	-5%	-3%	-3%
Cc1c(NC(=O)Nc2ccc(Cl)c(C(F)(F)F)c2)c(=O)n(-c2ccccc2)n1C	3%	3%	0	4%	31%	-6%	-17%	-1%	1%
Cc1cc(C)nc(NNS(=O)(=O)c2c(C)cc(C(C)(C)C)cc2C)n1	8%	-10%	-16	23%	-1%	13%	-5%	1%	9%
CCOC(=O)c1nc(SC)n(C)c1C(=O)OCC	5%	-17%	-22	9%	24%[57 µM]	5%	6%	3%	3%
COCc1nc2ccccc2n1CCOc1cccc(C)c1	3%	-8%	2	17%	11%	0%	-5%	0%	-6%

9 successive records already listed:
SMILES	TrxR1 substrate	USP1-UAF1 inh	PI4K2A block	rTrxR1 inhibitor	HP1b binding inh	IDH1 R132H inh	Tb PGK inh	Pin1 inhibitor	GLS inh
COC(=O)c1[nH]c2cccc(OC)c2c1NC(=O)CN1CCC(C(N)=O)(N2CCCCC2)CC1	33%[activator][57.1 µM]	-12%	-10	2%[57.1 µM]	17%	7%	0%	x	42%[activator]
COc1ccccc1CC(=O)NNC(=O)CN(C)S(=O)(=O)c1ccc(Cl)cc1	-8%	-17%	-6	-11%	27%	1%	0%	-2%	-7%
COc1ccc(OCCSc2nnc(-c3ccc(OC)cc3)n2N)cc1	-1%	-26%	4	9%	18%	-1%	-7%	-3%	13%
CC(C)=C1C2CCC1C(C(=O)NCCc1ccccc1)C2C(=O)O (configuration not stated)	0%	-13%	-4	5%	1%	6%	-3%	0%	14%
CCOc1ccccc1CNc1nnnn1C	19%	-18%	-8	48%	18%	2%	-5%	-3%	-3%
Cc1c(NC(=O)Nc2ccc(Cl)c(C(F)(F)F)c2)c(=O)n(-c2ccccc2)n1C	3%	3%	0	4%	31%	-6%	-17%	-1%	1%
Cc1cc(C)nc(NNS(=O)(=O)c2c(C)cc(C(C)(C)C)cc2C)n1	8%	-10%	-16	23%	-1%	13%	-5%	1%	9%
CCOC(=O)c1nc(SC)n(C)c1C(=O)OCC	5%	-17%	-22	9%	24%[57 µM]	5%	6%	3%	3%
COCc1nc2ccccc2n1CCOc1cccc(C)c1	3%	-8%	2	17%	11%	0%	-5%	0%	-6%

(next part)
SMILES	TrxR1 substrate	USP1-UAF1 inh	PI4K2A block	rTrxR1 inhibitor	HP1b binding inh	IDH1 R132H inh	Tb PGK inh	Pin1 inhibitor	GLS inh
CC(=O)c1sc2c(c1OC(=O)c1ccccc1)c(=O)n(-c1ccccc1)c(=S)n2-c1ccccc1	8%[57.1 µM]	0%	4	14%[11.4 µM]	25%	-1%	1%	22%	7%
COc1ccc(CCn2c(C)cc(C(=O)CCl)c2C)cc1OC	4%	u	23	u	3%	-4%	-8%	0%	1%
CC(=O)Nc1ccc(/C=N/NC(=O)c2cccs2)cc1	-2%[57.1 µM]	-9%	-1	4%[57.1 µM]	24%	-1%	-4%	-3%	2%
CCCN(CCc1ccccc1)C1CCc2c(O)cccc2C1 (configuration not stated)	5%[57.1 µM]	-20%	2&0	u	15%	-3%	0%	30%[activator]	26%
O=C1C2=C(SCCS2)C(=O)N1c1ccccc1	-13%	-4%	3	9%	11%	1%	-8%	-10%	13%
O=C(Nc1ncccc1Cl)c1cccc(F)c1	7%	-7%	5	26%	7%	2%	-9%	-3%	-13%
COc1ccc(-n2nc(C(=O)NCC(=O)NCCCN3CC(C)CC(C)C3)c3ccccc3c2=O)cc1 (configuration not stated)	3%	u	5	5%	-3%	-7%	-7%	4%	1%
CCCc1c(C)nc(N2CCN(c3ccccc3OC)CC2)[nH]c1=O	5%[57.1 µM]	-6%	4	13%[57.1 µM]	13%	9%	i	-10%	2%
CC(C)c1nc(-c2c(N)n(C)c(=O)n(C)c2=O)sc1C(=O)C(C)(C)C	-4%	-5%	5	-14%	22%	3%	-6%	9%	13%
Cc1ccccc1NC(=O)N1CCCC(c2nc(-c3ccc(F)cc3)no2)C1 (configuration not stated)	-9%	-8%	3	1%	24%	2%	-2%	-9%	-13%
CCCCCOC(=O)C1C(c2ccccc2)C(C(=O)O)C1c1ccccc1 (configuration not stated)	-7%	-8%	0	-7%	30%	-1%	-11%	1%	2%
Cc1ccc(NC(=O)COC(=O)CN2C(=O)NC(C)(C)C2=O)cc1S(=O)(=O)N1CCOCC1	3%	-17%	-1	16%[57.1 µM]	-8%	9%	-4%	-6%	3%
O=C(CN1C(=O)NC2(CCc3ccccc32)C1=O)c1ccc(Cl)cc1 (configuration not stated)	3%	-23%	2	17%	31%	-11%	5%	-2%	0%
CCOc1ccc(NC(=O)[C@H](Cc2ccccc2)N2Cc3ccccc3C2=O)cc1	-5%	-13%	-4	9%	16%	-13%	2%	2%	-3%
Cc1cccc(CCNC(=O)c2cc3ccccn3n2)c1	-3%[57.1 µM]	-18%	-7&-1	2%[57.1 µM]	3%	29%	-1%	-9%	2%
Cc1c(Cl)cccc1NC(=S)N1CCN(S(=O)(=O)c2cccs2)CC1	4%[57.1 µM]	-9%	1	14%[57.1 µM]	12%	2%	-18%	2%	3%
CCNC(=O)Nn1c(-c2ccccc2)nc2ccccc2c1=O	8%[57.1 µM]	1%	4	12%[57.1 µM]	39%[activator]	0%	-3%	-8%	12%
Cn1c(N)cc(-c2ccc(F)cc2)c(C#N)c1=O	-3%	-24%	-1	10%	40%[activator]	3%	-8%	-11%	-5%
O=C(Nc1ccccc1C(F)(F)F)c1ccc2oc(=O)c(S(=O)(=O)c3ccc(F)cc3)cc2c1	0%	7%	-2	33%	12%	-6%	0%	14%	1%
CCc1ccc2[nH]c(=O)c(CN(CCN(C)C)C(=O)Nc3ccccc3OC)cc2c1	5%	0%	5	8%	17%	-3%	5%	-7%	23%
CC(C(=O)Nc1ccc2[nH]c(=O)[nH]c2c1)N1CCN(Cc2ccc3c(c2)OCO3)CC1 (configuration not stated)	4%	-14%	0	11%	38%	-5%	-3%	1%	10%

An excerpt; rates above refer to the full screens.
